EIF4E inhibitors: eIF4E expression suppression, luciferase knock-in reporter – cell-based, HT1080, primary screen (AID 1224817); HT1080 EIF4E-luc2 knock-in reporter, luciferase, 16 h; hits give low values; log2 luciferase activity ratio at 2.5 µM; 2,000 tested, 1% active;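 active = log2 luciferase ratio at or below -0.5849, meaning signal at two thirds of solvent-only control or lower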;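 also: luciferase reports endogenous eIF4E expression since it is co-expressed from the native EIF4E locus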
* hit, by the source's call. Some of the compounds tested; rates above refer to the full screens.

SMILES	EIF4E inhibitors
C[C@]12CC[C@@H]3c4ccc(O)cc4CC[C@H]3[C@@H]1CC[C@@H]2OC(=O)CCc1ccccc1	-0.24
O=C(O)[C@@H]1C2CC([C@@H]1C(=O)O)[C@H](N1C(=O)CCC1=O)[C@@H]2Br (some centres undefined)	0.23
Nc1ccc(Cc2ccc(N)c(C(=O)O)c2)cc1C(=O)O	0.2
Cc1ccc(N2CCN(CCC(=O)O)CC2)cc1	0.59
COC(=O)C1(C)CCCC2(C)C3=CC(O)C4(C(C)C)OC4C3(O)CCC12 (centres undefined)	-0.28

Three compounds out of the list above, arranged by the number in EIF4E inhibitors, largest number first:
SMILES	EIF4E inhibitors
O=C(O)[C@@H]1C2CC([C@@H]1C(=O)O)[C@H](N1C(=O)CCC1=O)[C@@H]2Br (some centres undefined)	0.23
C[C@]12CC[C@@H]3c4ccc(O)cc4CC[C@H]3[C@@H]1CC[C@@H]2OC(=O)CCc1ccccc1	-0.24
COC(=O)C1(C)CCCC2(C)C3=CC(O)C4(C(C)C)OC4C3(O)CCC12 (centres undefined)	-0.28

Bioassay records (PubChem)
